Bioassay records deposited in PubChem by several laboratories.
ABCB6 inh MLPCN = blocks the human ABCB6 transporter; Q9NP58; K562-ABCB6 porphyrin accumulation, flow cytometry, 1 h; stronger effect = lower value; fluorescence ratio to DMSO, % at 10 µM; 360,000 compounds, 0.19% hits;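 active = fluorescence ratio to DMSO below 75%, the collection mean minus 3 SD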;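 note: signal is porphyrin accumulated inside mitochondria; 100% equals median channel fluorescence of DMSO control wells; lower ratio means ABCB6 inhibition with less porphyrin fluorescence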
ABHD5-PLIN5 inh = inhibitors of human ABHD5-perilipin-5 interaction; 360,000 compounds, 0.78% hits; Q00G26+Q8WTS1; Split G. princeps luciferase complementation, luminescence, 4 h; inhibition, % at 4 µM;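 active = inhibition above the mean inhibition across every tested compound plus 3 SD, cut at about 22% in these data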;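 note: 0% = DMSO only wells and the 100% control is not disclosed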
Target sequence (Q00G26 whole entry, looked up): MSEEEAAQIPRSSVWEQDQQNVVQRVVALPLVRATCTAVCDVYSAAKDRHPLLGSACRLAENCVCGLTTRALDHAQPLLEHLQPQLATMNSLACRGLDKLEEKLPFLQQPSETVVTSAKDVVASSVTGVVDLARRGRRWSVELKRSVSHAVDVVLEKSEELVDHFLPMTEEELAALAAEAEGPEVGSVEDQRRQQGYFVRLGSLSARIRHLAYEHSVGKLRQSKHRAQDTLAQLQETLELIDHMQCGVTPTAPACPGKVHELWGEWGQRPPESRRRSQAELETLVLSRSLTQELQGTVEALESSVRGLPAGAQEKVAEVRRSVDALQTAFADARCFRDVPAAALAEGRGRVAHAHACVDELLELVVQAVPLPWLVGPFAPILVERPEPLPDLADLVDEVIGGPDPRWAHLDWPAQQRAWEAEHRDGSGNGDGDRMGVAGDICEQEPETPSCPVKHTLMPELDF
Target sequence (Q8WTS1 whole entry, looked up): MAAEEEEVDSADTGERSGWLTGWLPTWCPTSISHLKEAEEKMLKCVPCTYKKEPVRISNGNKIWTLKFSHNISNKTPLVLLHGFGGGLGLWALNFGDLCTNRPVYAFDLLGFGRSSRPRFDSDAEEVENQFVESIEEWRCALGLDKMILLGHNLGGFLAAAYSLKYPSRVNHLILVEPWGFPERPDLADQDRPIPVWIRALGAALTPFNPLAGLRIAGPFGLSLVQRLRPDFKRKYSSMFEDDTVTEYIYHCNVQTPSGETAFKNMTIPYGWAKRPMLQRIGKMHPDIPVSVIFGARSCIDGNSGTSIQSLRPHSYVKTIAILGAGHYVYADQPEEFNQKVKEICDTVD
N-glyco inh = N-linked glycosylation inhibition. reporter increase, % at 12.5 µM. D54 ERlucT glycosylation luciferase reporter, 24 h; percent of 100 nM tunicamycin response. 360,000 compounds, 0.23% hits;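 active = mean luciferase reporter signal, scaled so untreated is 0 and the glycosylation-blocking control 100, at or above a set limit in every replicate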;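 note: luciferase carries N-glycosylation sites so blocking glycosylation raises the light; 0% = median of neutral control wells and 100% = median of 100 nM tunicamycin wells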
Granule exo inh = lytic granule exocytosis inhibition. TALL-104 LAMP-1 surface exposure, flow cytometry; cells stimulated with thapsigargin and PMA. inhibition, % at 10 µM. 360,000 compounds, 0.66% hits;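 active = inhibition above about 55%, limit read from the data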
aDG glyco up = increases alpha dystroglycan glycosylation. Pro5-aDG cells, alpha-DG glycosylation AlphaScreen (IIH6); 0% Pro5, 100% B10-LARGE cell signal. activation, % at 10 µM. 360,000 compounds, 0.22% hits;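 active = activation of at least 8% versus controls, or a plate z-score of at least 8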;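 note: Pro5 are CHO cells carrying HIG-tagged alpha-DG that lacks glycosylation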
iPSC survival up = hiPSC single-cell survival enhancement; ATPlite luminescence; 100% = ROCK inhibitor wells, 0% = DMSO; survival enhancement, % at 20 µM; 360,000 compounds, 0.044% hits; in the data active = survival enhancement above about 18%;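 note: cells exposed to compounds for 16 hours before the ATP read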
HTR2A ag = activates the mouse 5-HT2A serotonin receptor; CHO-K1 mHTR2A beta-arrestin complementation, luminescence; percent of 30 µM serotonin response; AID 624169; 360,000 compounds, 0.66% hits; activation, % at 7.6 µM; P35363;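 active = activation above a run cutoff, the mean activation of all tested compounds plus 3 SD, cut at about 14% in these data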;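 note: 0% = plate median of compound wells and 100% = 30 µM serotonin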
H9c2 protect = modulators protecting cardiomyocytes from myocardial damage. H9c2 cardiomyocytes, H2O2 injury protection, ATPLite, 2 h. AID 588492. protection from H2O2 cell death, % at 20 µM. 360,000 compounds, 0.63% hits;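 active = compounds giving at least 50% protection of heart cells from peroxide-induced death in the single-dose screen, raw or plate-pattern-corrected value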;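 note: 0% = DMSO wells with peroxide and 100% = DMSO wells without peroxide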
MC4R ag barr = agonists of human melanocortin 4 receptor (MC4R) beta-arrestin; P32245; U2OS MC4R beta-arrestin complementation, luminescence; percent of melanotan II response, DMSO zero; activation, % at 8.9 µM; 360,000 compounds, 0.98% hits; AID 540308;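 active = activation above a per-plate cutoff, the mean activation of sample wells on that plate plus 3 SD, cut at about 8% in these data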
MC4R antag cAMP = blocks human MC4R cAMP signaling | P32245 | MC4R-expressing cells, MTII-stimulated cAMP, LANCE TR-FRET | inhibition, % at 6.5 µM | 360,000 compounds, 0.48% hits | AID 540295;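 active = inhibition above its plate's cutoff, the mean of tested wells on that plate plus 3 SD, cut at about 29% in these data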;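 note: 0% = Melanotan II alone and 100% = Melanotan II plus saturating MCL0020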
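Test system: U2OS cells stably expressing human melanocortin 4 receptor (MC4R); also added: Melanotan II challenge; compound: 6.5 µM single dose; timing: 30-min compound preincubation, 1-h Melanotan II challenge, 1-h detection, room temperature; signal: Eu-cAMP/anti-cAMP TR-FRET, emission 671 nm; repeats: one well per compound, no replicates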
* marks the source's active call; other numbers are inactive results; nt = not tested or not shown. This is a random part of the collection; 4.5% or so of the library scored in one or more.

SMILES	ABCB6 inh MLPCN	ABHD5-PLIN5 inh	N-glyco inh	Granule exo inh	aDG glyco up	iPSC survival up	HTR2A ag	H9c2 protect	MC4R ag barr	MC4R antag cAMP
CC1=CC(C)(C)n2c(O)c(N=N)c3c(C)c(C)cc1c32	91	-12	-5	1	0.1	-0.2	-3	-15	-2.9	-1
COCCNC(=O)C1(C)CCN(C(=O)c2cc(-c3ccccc3)cs2)C1 (stereo not drawn)	75	7	0	7	0.0	2.9	4	-8	-0.9	-1
COc1cccc(COc2ccccc2C2Nc3ccc(Br)cc3C(=O)N2NC(=O)c2ccncc2)c1 (stereo not drawn)	100	3	-2	10	0.4	-0.4	-7	-2	0.0	-1
COc1cccc(NC(=S)NCc2ccco2)c1	93	2	2	0	0.9	0.7	-3	3	-1.6	7
COc1ccc(C(=O)Nc2ccccc2[N+](=O)[O-])cc1S(=O)(=O)N1CCOCC1	93	-4	-2	-1	0.4	-0.4	-1	-5	-1.1	11
COc1ccccc1OCc1ccc(C(=O)NC(C)c2ccccc2)o1 (stereo not drawn)	99	10	-4	6	-0.1	0.1	-3	3	-1.9	3
Cc1ccccc1OCCCCn1c(CO)nc2ccccc21	99	0	-1	15	4.3	-0.5	-9	-13	-2.4	-4
C/C(=N\Nc1ccc([N+](=O)[O-])cc1)c1ccc2c(c1)OCO2	114	5	-4	1	0.0	-0.3	3	-6	7.2	-1
CCN(CC)S(=O)(=O)c1ccc(NN)nc1	96	-3	0	-2	-0.4	1.0	-5	4	1.4	-3
Cc1ccccc1C(=O)Nc1cccc(C(=O)N/N=C/c2ccc3c(c2)OCO3)c1	101	-5	10	-6	0.6	-0.3	-6	3	-3.9	-5
CN(C(=O)CSc1nc(N)c2c3c(sc2n1)CSC(C)(C)C3)c1ccccc1	105	-1	2	14	0.1	-1.7	2	-7	-2.4	14
COC(=O)c1[nH]c2ccc(C)cc2c1NC(=O)Nc1ccccc1OC	99	0	12	-5	0.1	3.7	1	21	-0.5	-4
COc1cc(S(=O)(=O)N2CCC(c3nc4ccccc4s3)CC2)ccc1S(=O)(=O)NC1CCCC1	91	-5	-4	3	0.3	-1.4	-2	-3	-2.4	0
Cc1nc(SCc2ccc(C#N)cc2)n[nH]1	100	0	3	-6	0.2	0.7	5	0	0.5	5
Cc1cc(N(CN2CCCC2=O)C(=O)c2ccc(OC(C)C)cc2)no1	91	-4	1	2	-0.1	-0.8	2	4	-0.9	1
CCOC(=O)CC1(C)N(S(=O)(=O)c2ccc(C)cc2)c2ccccc2N1S(=O)(=O)c1ccc(C)cc1	nt	-1	nt	-7	0.1	nt	10	nt	nt	nt
COc1ccc(N=Nc2c(-c3ccc(OC)cc3)[nH]oc2=O)cc1	98	-6	3	-8	0.0	0.9	-1	-6	-1.3	4
Oc1ccc(N2CCN(C(c3ccccn3)c3nnnn3C3CCCC3)CC2)cc1 (stereo not drawn)	95	0	2	3	-0.1	0.5	5	-1	0.0	4
C=CCOc1ccc2ccccc2c1CNCCCN1CCOCC1	99	5	1	0	0.0	-2.0	-6	3	0.1	-5
Cc1ccc(N(CC(=O)NCc2ccco2)C(=O)CNS(=O)(=O)c2ccc(F)cc2)c(C)c1	87	1	-2	23	0.1	-0.4	1	-1	0.9	-6
CCc1cccc(N(C(=O)c2csnn2)C(C(=O)NC2CCCC2)c2cccnc2)c1 (stereo not drawn)	99	2	2	-11	0.1	-0.5	4	1	-2.0	8
O=C(OCC(=O)c1ccc(S(=O)(=O)N2CCCC2)cc1)C1=COCCO1	102	-1	2	-4	-0.1	12	-1	3	2.0	10
COc1cc(CNC2CCCCCC2)cc(OC)c1	99	1	0	-2	0.0	0.0	5	0	-1.0	2
O=C(O)C1CCC(Cn2c(SCc3cc(=O)n4cc(Cl)ccc4n3)nc3ccsc3c2=O)CC1 (stereo not drawn)	98	-7	4	-2	0.8	0.6	-2	3	-2.2	-38
N#Cc1ccccc1NC(=O)CNc1cc(S(=O)(=O)N2CCOCC2)ccc1NCC1CCCO1 (stereo not drawn)	104	-3	1	-3	0.1	-0.3	-3	-3	-1.4	1
CCOC(=O)C1=C(C)OC(N)=C(C#N)C1c1cc2c(cc1Br)OCO2 (stereo not drawn)	97	5	1	0	0.0	0.1	3	5	0.8	-5
O=c1[nH]c(=S)[nH]c2nc(-c3ccccc3)cnc12	98	7	3	-2	-0.1	0.0	-3	-1	-2.1	6
O=C(COC(=O)c1cc(S(=O)(=O)N2CCOCC2)ccc1F)NCCc1ccc(F)cc1	98	1	0	20	0.2	3.7	1	-9	-0.9	23
O=C(Cn1cnc2c(OCc3ccccc3)ncnc21)NCc1ccccn1	95	-1	0	-4	0.0	0.4	2	-1	-1.9	8
Cc1cc(N2CCN(S(=O)(=O)c3ccc(Cl)c(Cl)c3)CC2)c2ccccc2n1	84	11	1	5	1.5	-0.2	-3	2	-2.0	6

Ordered by molar mass (largest number first): part of the list above.
SMILES	ABCB6 inh MLPCN	ABHD5-PLIN5 inh	N-glyco inh	Granule exo inh	aDG glyco up	iPSC survival up	HTR2A ag	H9c2 protect	MC4R ag barr	MC4R antag cAMP
CCOC(=O)CC1(C)N(S(=O)(=O)c2ccc(C)cc2)c2ccccc2N1S(=O)(=O)c1ccc(C)cc1	nt	-1	nt	-7	0.1	nt	10	nt	nt	nt
N#Cc1ccccc1NC(=O)CNc1cc(S(=O)(=O)N2CCOCC2)ccc1NCC1CCCO1 (stereo not drawn)	104	-3	1	-3	0.1	-0.3	-3	-3	-1.4	1
Cc1ccc(N(CC(=O)NCc2ccco2)C(=O)CNS(=O)(=O)c2ccc(F)cc2)c(C)c1	87	1	-2	23	0.1	-0.4	1	-1	0.9	-6
O=C(COC(=O)c1cc(S(=O)(=O)N2CCOCC2)ccc1F)NCCc1ccc(F)cc1	98	1	0	20	0.2	3.7	1	-9	-0.9	23
Cc1cc(N2CCN(S(=O)(=O)c3ccc(Cl)c(Cl)c3)CC2)c2ccccc2n1	84	11	1	5	1.5	-0.2	-3	2	-2.0	6
CCOC(=O)C1=C(C)OC(N)=C(C#N)C1c1cc2c(cc1Br)OCO2 (stereo not drawn)	97	5	1	0	0.0	0.1	3	5	0.8	-5
Oc1ccc(N2CCN(C(c3ccccn3)c3nnnn3C3CCCC3)CC2)cc1 (stereo not drawn)	95	0	2	3	-0.1	0.5	5	-1	0.0	4
O=C(OCC(=O)c1ccc(S(=O)(=O)N2CCCC2)cc1)C1=COCCO1	102	-1	2	-4	-0.1	12	-1	3	2.0	10
O=C(Cn1cnc2c(OCc3ccccc3)ncnc21)NCc1ccccn1	95	-1	0	-4	0.0	0.4	2	-1	-1.9	8
Cc1cc(N(CN2CCCC2=O)C(=O)c2ccc(OC(C)C)cc2)no1	91	-4	1	2	-0.1	-0.8	2	4	-0.9	1
C=CCOc1ccc2ccccc2c1CNCCCN1CCOCC1	99	5	1	0	0.0	-2.0	-6	3	0.1	-5
COc1ccc(N=Nc2c(-c3ccc(OC)cc3)[nH]oc2=O)cc1	98	-6	3	-8	0.0	0.9	-1	-6	-1.3	4
COc1cc(CNC2CCCCCC2)cc(OC)c1	99	1	0	-2	0.0	0.0	5	0	-1.0	2
Cc1nc(SCc2ccc(C#N)cc2)n[nH]1	100	0	3	-6	0.2	0.7	5	0	0.5	5

Part of the list above, field by field:
> O=C(Cn1cnc2c(OCc3ccccc3)ncnc21)NCc1ccccn1
  ABCB6 inh MLPCN = 95
  ABHD5-PLIN5 inh = -1
  N-glyco inh = 0
  Granule exo inh = -4
  aDG glyco up = 0.0
  iPSC survival up = 0.4
  HTR2A ag = 2
  H9c2 protect = -1
  MC4R ag barr = -1.9
  MC4R antag cAMP = 8

> Cc1cc(N2CCN(S(=O)(=O)c3ccc(Cl)c(Cl)c3)CC2)c2ccccc2n1
  ABCB6 inh MLPCN = 84
  ABHD5-PLIN5 inh = 11
  N-glyco inh = 1
  Granule exo inh = 5
  aDG glyco up = 1.5
  iPSC survival up = -0.2
  HTR2A ag = -3
  H9c2 protect = 2
  MC4R ag barr = -2.0
  MC4R antag cAMP = 6

Remaining list, next part:
SMILES	ABCB6 inh MLPCN	ABHD5-PLIN5 inh	N-glyco inh	Granule exo inh	aDG glyco up	iPSC survival up	HTR2A ag	H9c2 protect	MC4R ag barr	MC4R antag cAMP
COc1cc(C2CC(=O)NC(SCC(=O)Nc3ccccc3C)=C2C#N)ccc1O (stereo not drawn)	89	-11	0	-2	-0.2	-2.7	2	-2	-1.0	0
Cc1ncc(S(=O)(=O)c2ccc(Cl)cc2)c(-c2ccccc2)n1	111	1	5	-4	0.0	9.1	-3	-1	-2.6	9
Cc1cccc(NC(=O)C2CCN(c3nc(C)cc(C)n3)CC2)c1	103	-3	2	-1	0.2	8.5	2	2	-2.0	-1
CCOC(=O)CNC(=O)c1sc(NC(=O)c2cccc(F)c2)nc1C	98	-4	2	-2	0.5	-1.7	-4	-4	-1.1	-4
CCC(C)(C)C1CCC(NC(=O)N2CCN(c3ccccc3O)CC2)CC1 (stereo not drawn)	94	-1	-3	3	0.3	0.2	-2	-2	6.8	7
O=C(Cc1csc(N2CCOCC2)n1)N/N=C/c1ccc(O)c(O)c1O	94	-15	-2	16	-0.1	2.7	-2	-2	-1.6	-8
Cn1cc(CN2CCCC(CO)C2)c(-c2ccc(Oc3ccccc3)cc2)n1 (stereo not drawn)	96	4	-3	-10	0.2	4.5	-10	4	-2.9	9
O=C(NNc1c(Cl)cc(Cl)cc1Cl)c1n[nH]c(=O)c2ccccc12	100	1	-4	-1	0.1	-0.6	0	-9	-1.2	4
Cc1cc(C)c2sc(C)[n+](CCCS(=O)(=O)[O-])c2c1	101	7	0	3	-0.2	-0.5	2	10	-2.1	7
CCc1cc(C(=O)Nc2ccc(OC)nc2)sc1C	97	-1	-1	1	0.0	-0.6	-3	-5	-2.7	11
CCOC(=O)CC1C(=O)NCCN1C(=O)Nc1ccc(Cl)cc1 (stereo not drawn)	105	-5	3	-7	-0.1	0.7	-5	3	-0.8	15
Cn1c(CO)cnc1SCC(=O)c1ccc(Br)cc1	98	-3	-2	7	-0.1	-1.1	-5	11	-3.5	6
CCOC(=O)c1ccc(N2C(=O)C(CC(N)=O)N(CCc3ccc(OC)c(OC)c3)C2=S)cc1 (stereo not drawn)	96	2	0	-1	-0.1	-0.1	0	-1	-0.8	4
COc1ccc(CCN2CC(C(=O)NCc3cccc4[nH]ccc34)CCC2=O)cc1 (stereo not drawn)	101	1	-1	-3	0.2	1.5	2	6	-3.2	21
CCOc1ccc(/C(CC)=N/NC(=O)C2(C)CC2(Br)Br)cc1 (stereo not drawn)	92	-2	3	0	-0.2	1.6	1	-12	-1.0	5
COc1cccc(/C=N/Nc2nc(-c3cccnc3)nc3ccccc23)c1	89	3	-2	0	-0.1	-0.4	-1	2	-0.5	7
COc1ccc(OC)c(NC(=O)c2ccc(CN3CCc4ccccc4C3)cc2)c1	90	0	0	0	0.3	0.3	-5	-6	1.3	9
Cc1ccccc1C(=O)N1CCC(C(=O)Nc2ccc(S(=O)(=O)N3CCCCC3)cc2)CC1	95	6	-6	-3	0.4	0.4	2	-8	0.7	10
